PrPC TRFRET: inhibitors of human cell surface prion protein PrPC, primary screen, cell-based, TR-FRET | 370,000 tested, 0.43% active | Major prion protein (Homo sapiens), P04156 | TR-FRET read-out | inhibition, % at 13.8 µM | AID 720596, 2013; in the data active means inhibition above about 24%; further: 0% = median of the test wells and 100% = reference compound wells
MazF activator: activators of E. coli MazEF toxin-antitoxin RNase, primary screen, biochemical, fluorescence, uHTS | Endoribonuclease toxin MazF (Escherichia coli (strain K12)), P0AE70 | FAM/BHQ RNA-DNA oligo cleavage fluorescence, 5 h | activation, % at 20 µM | 350,000 tested, 0.32% active | AID 504720, 2011; in the data active means activation above about 50%
Target sequence (P0AE70 whole entry, looked up): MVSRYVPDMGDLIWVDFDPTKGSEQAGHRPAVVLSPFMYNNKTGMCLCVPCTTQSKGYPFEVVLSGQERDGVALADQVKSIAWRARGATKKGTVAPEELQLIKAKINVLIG
Rv3671c protease: Rv3671c serine protease inhibitors, primary screen, biochemical, fluorescence polarization, M. tuberculosis H37Rv. P9WHR9. inhibition, % at 5.96 µM. 320,000 tested, 0.048% active; in the data active means inhibition above about 38%;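 further: extracellular domain of Rv3671c used as enzyme; 0% = enzyme with DMSO and 100% = no enzyme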
Target sequence (P9WHR9 whole entry, looked up, the tested form may be a part): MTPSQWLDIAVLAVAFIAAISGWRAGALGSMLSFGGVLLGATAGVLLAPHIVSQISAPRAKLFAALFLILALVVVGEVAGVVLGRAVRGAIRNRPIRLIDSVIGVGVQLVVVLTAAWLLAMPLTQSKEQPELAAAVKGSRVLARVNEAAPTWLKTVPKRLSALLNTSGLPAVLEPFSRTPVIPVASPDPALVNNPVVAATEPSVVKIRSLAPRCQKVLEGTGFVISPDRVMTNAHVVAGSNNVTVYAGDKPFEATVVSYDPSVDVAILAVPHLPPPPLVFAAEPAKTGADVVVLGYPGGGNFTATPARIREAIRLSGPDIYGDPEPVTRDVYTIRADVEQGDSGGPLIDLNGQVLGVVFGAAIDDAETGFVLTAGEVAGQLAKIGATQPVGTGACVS
FadD28 FP inh: inhibitors of FadD28 bisubstrate probe binding, primary screen, biochemical, fluorescence polarization, single point; Mycobacterium tuberculosis FadD28 fatty-acid-AMP ligase; inhibition, % at 12.5 µM; 360,000 tested, 0.22% active; AID 588549, 2011; in the data active means inhibition above about 8.5%, passing the limit was not always enough; inconclusive means no clear call, values can overlap the other calls
BoNT-F LC inh: BoNT/F light chain protease inhibitors, primary screen, biochemical, flow cytometry, MLPCN library; Botulinum neurotoxin type F light chain protease (Clostridium botulinum); inhibition, % at 10 µM; Multiplex microsphere protease cleavage assay; AID 588497, 2011; 360,000 tested, 0.22% active; in the data active means inhibition above about 35%, passing the limit was not always enough; inconclusive means no clear call, values can overlap the other calls; further: plate controls were buffer without enzyme for full effect and enzyme alone for no effect
Mtb BioA inh: M. tuberculosis BioA enzyme inhibitors, primary screen, biochemical, plate reader, single point, HTS | 7,8-diaminopelargonic acid synthase BioA (Mycobacterium tuberculosis) | purified M. tuberculosis BioA enzyme | inhibition, % at 9.99 µM | 360,000 tested, 0.096% active | AID 602481, 2012; in the data active means inhibition above about 40%; inconclusive means no clear call, values can overlap the other calls
UGM FP inh: M. tuberculosis UGM enzyme inhibitors, primary screen, biochemical, fluorescence polarization, single point. AID 504406, 2011. purified UGM, fluorescence polarization probe displacement. UDP-galactopyranose mutase (Mycobacterium tuberculosis (strain ATCC 25618 / H37Rv)), …. inhibition, % at 10 µM. 320,000 tested, 0.06% active; in the data active means inhibition above about 10%, passing the limit was not always enough; inconclusive means no clear call, values can overlap the other calls
Target sequence (P9WIQ1 whole entry, looked up): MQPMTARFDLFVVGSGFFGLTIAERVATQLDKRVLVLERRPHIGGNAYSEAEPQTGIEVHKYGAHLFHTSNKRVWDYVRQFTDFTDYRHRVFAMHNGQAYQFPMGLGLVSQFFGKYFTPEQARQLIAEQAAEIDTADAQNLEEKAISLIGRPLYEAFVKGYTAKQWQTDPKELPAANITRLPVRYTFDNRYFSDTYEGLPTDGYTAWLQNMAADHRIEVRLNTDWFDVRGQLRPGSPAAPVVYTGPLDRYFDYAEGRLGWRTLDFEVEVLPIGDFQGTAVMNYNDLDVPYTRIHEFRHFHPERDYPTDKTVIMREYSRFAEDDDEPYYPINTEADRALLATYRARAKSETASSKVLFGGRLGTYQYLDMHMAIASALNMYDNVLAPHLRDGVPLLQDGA
GDH-TPI inh: GDH-TPI coupling enzyme inhibitors, primary screen, artefact control for M. tuberculosis FBA inhibitor project, biochemical, absorbance, full deck. GDH-TPI coupled enzyme counterscreen, NADH absorbance. inhibition, % at 4.8 µM. 360,000 tested, 1.2% active. AID 588335, 2011; in the data active means inhibition above about 30%;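 further: 0% = DMSO wells and 100% = wells lacking the enzyme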
FBA Mtb inh: Mtb FBA enzyme inhibitors, primary screen, biochemical, fluorescence, strain H37Rv; Fructose-bisphosphate aldolase (Mycobacterium tuberculosis (strain ATCC 25618 / H37Rv)), …; inhibition, % at 1 µM; 360,000 tested, 2.3% active; AID 588726, 2011; purified M. tuberculosis FBA, fluorescence read-out; in the data active means inhibition above about 27%;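 further: 0% = vehicle and 100% = reference inhibitor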
An asterisk follows results filed as active; ? = inconclusive; . = not tested or not shown; & = joins results of further samples.

SMILES	PrPC TRFRET	MazF activator	Rv3671c protease	FadD28 FP inh	BoNT-F LC inh	Mtb BioA inh	UGM FP inh	GDH-TPI inh	FBA Mtb inh
COc1ccc(S(=O)(=O)N2CCCC(C(=O)NCc3cccnc3)C2)cc1OC (stereo not given)	2	0	10	-0.2	-4	-1.5	-0.2	-9	-1
Cc1ccc(-c2nc(CN(C)C3CCOC3)c(C)o2)s1 (stereo not given)	2	-2	4	-2.1	-9	.	-4.6	-1	1
Cc1cc(C)cc(N2C(=O)CC(Sc3ncn[nH]3)C2=O)c1 (stereo not given)	0	0	-3	-4.3	-7	.	-0.9	2	2
CCOC(=O)N(C)c1ccc(C(O)(C(=O)OCC)C(F)(F)F)cc1 (stereo not given)	1	1	5	1.5	0	-0.3	0.8	-4	-1
COc1ccc(CCC(C)NC(=O)CCc2ccccc2)c(OC)c1 (stereo not given)	-4	7	3	-0.6	2	-0.8	-2.2	5	0
CN=C1c2cc3cc(OC)ccc3n2CCN1C	-16	1	5	0.6	-3	0.2	1.4	9	5
COc1ccc(/C(N)=N/OC(=O)CN(C)S(=O)(=O)c2ccc(C)cc2)cc1	6	-2	.	0.4	-3	.	.	-1	7
Cc1nc(-c2ccncc2)nc(NCCNc2ccc(C(F)(F)F)cn2)c1Cl	-1	-13	1	-1.1	-16	.	-2.0	-4	-1
CCOc1ccccc1OCC(=O)OCC(=O)c1c(N)n(CC(C)C)c(=O)n(C)c1=O	0	0	0	-1.3	-1	-0.6	0.3	2	-2
COc1ccc(NC(=O)N(C)C[C@H]2Oc3ccc(NC(=O)C4CC4)cc3C(=O)N([C@H](C)CO)C[C@@H]2C)cc1	1	9	6	-0.6	-5	-0.1&0.8	-1.1	4	5
COc1ccc(C(=O)c2ccc(OC)c(OC)c2)cc1OC	-2	0	-6	-3.3	3	.	-0.5	15	-3
Nc1c(Cl)cnc(C(Cl)(Cl)Cl)c1Cl	-6	10	-2	-0.1	6	.	1.1	-4	-1
Cc1nc(N2CCCCC2C)c2c(C)c(C(=O)Nc3cccc(C(F)(F)F)c3)sc2n1 (stereo not given)	-3	-3	-10	-1.9	-2	.	-2.1	9	2
Cc1ccccc1NC(=O)C(=O)c1cn(C)c2ccccc12	1	-4	5	-1.0	2	-1.9	-0.6	12	4
Cn1c(=O)c2c(SCC(N)=O)nc(CC(C)(C)C)nc2n(C)c1=O	1	5	4	0.1	-1	-1.9	0.0	8	2
CCCc1nc(NCc2ccccn2)c2nnn(Cc3ccccc3F)c2n1	-14	5	-2	-0.3	-3	-1.0	-0.5	-1	-8
CC(CN1CCCCC1)OC(=O)c1cccc(F)c1 (stereo not given)	6	10	8	0.4	4	-1.1	0.8	-6	-1
Cc1ccccc1Cn1c(=O)[nH]c2ccccc21	-4	-7	-9	-2.0	-4	3.5	0.8	-5	1
CN(C(=O)CN1C(=O)/C(=C/c2ccc(Cl)cc2)SC1=S)C1CCS(=O)(=O)C1 (stereo not given)	3	4	-7	-1.6	2	3.3	-2.8	7	-7
CCn1cc(C(=O)Nc2ccc(OC)c(S(=O)(=O)N3CCCCC3)c2)c(=O)c2ccc(C)nc21	-5	-2	-15	-0.3	0	.	0.9	6	-5
Cc1ccc(S(=O)(=O)c2c(C)cc(-c3ccccc3)[nH]c2=O)cc1	-5	-4	-5	-1.8	-1	-1.1	-0.4	28	81*
O=S(=O)(c1cccc(-c2csc(-c3cccnc3)n2)c1)N1CCCCC1	5	-4	-6	-7.6	-1	2.3	-4.3	6	-1
CC(C)Cn1c(=O)[nH]c2ccccc21	6	0	-2	-1.2	7	-0.3	3.0	12	1
C/C(CC(=O)Nc1cccc(C(F)(F)F)c1)=N/NC(=O)C(=O)NCCO	2	-1	-5	-2.0	-10	0.8	0.5	-8	-1
Cc1nnsc1C(=O)Nc1cc(Cl)ccc1Cl	0	8	-5	-1.0	13	-2.6	1.1	14	2

(listing goes on)
SMILES	PrPC TRFRET	MazF activator	Rv3671c protease	FadD28 FP inh	BoNT-F LC inh	Mtb BioA inh	UGM FP inh	GDH-TPI inh	FBA Mtb inh
S=c1[nH]nc(-c2ccccc2Cl)n1Cc1ccccc1	-3	2	-5	-1.6	-11	2.7	-1.7	-2	-7
O=C1COc2ccc(C(=O)COC(=O)c3ccc4ccccc4n3)cc2N1	-3	-4	-10	-1.0	-2	-1.2	1.4	0	4
COc1ccc(CNCC(=O)Nc2sccc2C#N)cc1	10	-10	-7	.	.	.	0.5	.	.
COc1ccc(-c2nn(-c3ccccc3)cc2C(=O)O)cc1N	6	1	-2	3.2	-3	0.1	4.0	9	1
CCC(C)c1c(O)nc(SCC(=O)c2ccccc2)[nH]c1=O (stereo not given)	8	0	5	-1.0	10	-2.2	0.0	10	0
Cc1c2c(nc3c(C)cccc13)OC(C)C2 (stereo not given)	-2	-4	-2	-3.8	-7	0.8	-1.8	3	2
CN(C)S(=O)(=O)c1ccc(N=Cc2c(C(F)(F)F)[nH]n(C)c2=O)cc1	4	1	7	-1.7	-4	1.2	-1.8	9	2
CC1=C(C(=O)N(C)C)CC(CC(=O)NCCCN(C)C)C(=O)N1CCCN1CCCC1=O (stereo not given)	-1	.	.	-1.8	3	0.0	.	.	6
Cn1nc(-c2ccc(Cl)cc2)c2cc(C(=O)NC3CC3)sc21	-5	9	-42	0.7	2	-2.7	-0.3	20	9
O=C(CSc1ccc(-c2ccco2)nn1)Nc1ccc(F)cc1	-3	3	-2	-3.9	-2	1.8	-2.0	10	-1
CC(O)(c1cccc(F)c1)c1nc(-c2ccccc2)cs1 (stereo not given)	7	.	.	-4.9	-5	3.4	.	5	5
COc1ccccc1NC(=O)CSc1nncs1	5	-4	-1	-1.2	-2	2.4	-0.2	-2	0
CCN1C(=O)[C@H]2[C@@H](c3ccc(C)cc3)N3C(=O)N(c4ccc(OC)cc4)C(=O)[C@@]3(CC)[C@H]2C1=O	3	-1	1	0.1	4	-1.4	0.0	12	4
O=C(Nc1ccccc1-c1nc2ccccc2[nH]1)c1ccc(N2C(=O)CCC2=O)cc1	-1	-61	-26	0.1	-4	.	7.3	13	6
CCCCC[C@H]1CN(CCc2ccccc2)C(=O)[C@@H]1CC(=O)NCc1ccc(OC)cc1	5	0	-6	-5.2	-6	0.4	4.7	-8	3
Cc1c(C(=O)OCC(=O)NC(C)c2ccccc2)oc2ccccc12 (stereo not given)	0	2	-6	-2.6	9	-0.3	-0.7	6	2
CN1C(=O)c2ccc(Oc3ccccc3)cc2C1=O	-14	5	1	-0.9	?	-1.1	-1.6	10	-3
COc1ccccc1NS(=O)(=O)c1cccc(C(=O)NNC(=O)c2ccc(=O)[nH]c2)c1	-4	5	2	-3.3	0	0.5	2.2	-3	2
COCCCN(CC(=O)Nc1ccc(N2CCOCC2)cc1)S(=O)(=O)c1ccccc1	7	7	3	-1.8	-5	-0.1	3.1	0	6
c1ccc2[nH]c(SCc3cn4cccnc4n3)nc2c1	-6	7	8	-4.0	-3	.	-0.3	5	-3
COc1cc(C2Nc3ccccc3NC3=C2C(=O)CC(c2ccc(OC)c(OC)c2)C3)ccc1O (stereo not given)	-4	-20	-1	-0.5	2	3.6	0.7	44*	0
Cc1cc(C)cc(OCCn2ccnc2)c1	2	3	-2	-3.4	?	7.3	2.0	0	1
COc1ccc(C(=O)COC(=O)/C=C/c2ccccc2[N+](=O)[O-])cc1	-2	-3	-7	2.4	-5	-4.1	-1.6	7	5
CC(=O)N/C(=N/c1nc(C)cc(C)n1)Nc1cccc(C)c1C	7	6	-3	-0.8	-1	-0.8	-2.0	5	-2
COc1cccc(CN(C)C(=S)Nc2ccc(C)c(C)c2)c1	5	2	-6	?	-13	.	1.8	7	-1

More results:
SMILES	PrPC TRFRET	MazF activator	Rv3671c protease	FadD28 FP inh	BoNT-F LC inh	Mtb BioA inh	UGM FP inh	GDH-TPI inh	FBA Mtb inh
Cc1cn([C@H](C(=O)NCCCCCCCCCCC(=O)N2CCNCC2)[C@@H](C)O)nn1	-5	-26	11	0.4	5	-0.7	-0.8	14	3
COc1ccc(NC(=O)CCCn2c(=O)c3sccc3n(Cc3ccc(C)cc3)c2=O)cc1	7	5	-33	0.3	-17	-0.8	1.4	2	-1
COC(=O)CCC(=O)OC1(C)C(=O)C2=CN(Cc3ccccc3)C(c3ccc(OC)cc3)=CC2=C(Br)C1=O (stereo not given)	-15	-33	-3	0.0	-78	-2.2	0.4	12	2
Cc1cc(N(C)C)ccc1[N+](=O)[O-]	-2	-2	2	0.3	-6	.	-1.5	6	-7
COCCN(C(=O)CSc1nc(-c2ccccc2)cn1N)c1c(N)n(Cc2ccccc2)c(=O)[nH]c1=O	-6	0	0	-4.5	.	.	-0.2	7	-2
COc1ccc(CNC(=O)C2CCN(S(=O)(=O)c3ccc(Br)s3)CC2)cc1	-5	8	-1	-2.8	-5	-0.3	-0.3	-1	-2
Nc1ccc(S(=O)(=O)NC2=NCCCCC2)cc1N	5	10	6	-2.9	-7	-2.3	0.2	3	6
Cc1ccc(S(=O)(=O)CC(=O)c2ccccc2)cc1	-1	-1	2	-2.6	2	.	-2.2	5	0
Cc1[nH]c(C)c(S(=O)(=O)NCc2ccccc2Cl)c1C(=O)N1CCCC1	1	1	-7	0.0	-10	-0.1	1.1	-3	0
CC(=O)N=c1n(C)c2ccccc2n1CCOc1ccccc1	3	0	-7	-3.3	0	.	3.2	-8	-2
COc1ccc2[nH]c(=O)c(CN(Cc3cccs3)Cc3nnnn3Cc3ccccc3)cc2c1	-2	-1	-1	-1.8	-8	0.9	2.6	-7	19
COc1ccc([C@H]2N[C@]3(CCCN(Cc4ccco4)C3=O)[C@H]3C(=O)N(C)C(=O)[C@@H]23)cc1	-1	-2	.	0.4	-1	-4.5	.	4	-1
O=C(NCCC(=O)N1CCC2(CC1)NCCc1[nH]cnc12)c1ccc(F)c(F)c1	-4	-5	2	0.2	1	-1.3	-1.8	8	3
CC(C)c1cc(C(F)(F)F)n2nc(C(=O)O)cc2n1	-4	-3	-5	-2.4	-18	1.0	-2.4	4	0
CCc1ccc(NC(=O)CSc2nc3ccccc3nc2N2CCCC2)cc1	14	4	-13	-3.9	7	-0.6	-1.0	1	1
CCN(CC)CCCNC(=O)c1cc(Cl)c(NC(=O)C2=C(C)OCCS2)cc1OC	-6	-1	-4	-0.3	20	1.9	-0.8	12	2
NC(=O)C1CCN(C(=O)NC(=O)c2ccccc2)CC1	2	-3	-10	-2.9	7	-1.1	-0.2	1	-2
Cc1cc(=O)n2[nH]c(-c3ccccc3Cl)cc2n1	-6	10	-6	-3.2	-13	1.1	-0.5	5	2
Cc1cccc2cc(COC(=O)c3cccnc3)c(=O)[nH]c12	-3	5	-2	0.5	?	-6.3	1.9	8	8
CC(C)Sc1nc(N2CCOCC2)c2c(c1C#N)CC(C)(C)N(C)C2	-2	-14	-6	-3.0	2	2.6	0.0	2	-4

Exported as comma-separated lines: 4 of the compounds above
Structure,PrPC TRFRET,MazF activator,Rv3671c protease,FadD28 FP inh,BoNT-F LC inh,Mtb BioA inh,UGM FP inh,GDH-TPI inh,FBA Mtb inh
Cc1cccc2cc(COC(=O)c3cccnc3)c(=O)[nH]c12,-3,5,-2,0.5,?,-6.3,1.9,8,8
COc1ccc(NC(=O)CCCn2c(=O)c3sccc3n(Cc3ccc(C)cc3)c2=O)cc1,7,5,-33,0.3,-17,-0.8,1.4,2,-1
CC(=O)N=c1n(C)c2ccccc2n1CCOc1ccccc1,3,0,-7,-3.3,0,.,3.2,-8,-2
CCN(CC)CCCNC(=O)c1cc(Cl)c(NC(=O)C2=C(C)OCCS2)cc1OC,-6,-1,-4,-0.3,20,1.9,-0.8,12,2

Bioassay records from PubChem.
